Bioassay records from PubChem.
HEK293 NOD2/NF-kB = NOD2 signaling inhibitors, cell-based, luminescence, uHTS, HEK293 (AID 1566). HEK293 NOD2/NF-kB luciferase reporter, luminescence; higher % means a stronger effect. one-dose inhibition, % at 4 µM; EC50 in µM for titrated hits. 290,000 tested, 0.63% active; in the data active = inhibition above about 50%; also: many of its hits are not listed in these tables
Autophagy mod = autophagy modulation, high-content screen; MEF GFP-LC3 puncta imaging; test concentration mostly 10 µM; 190,000 tested, 0.98% active; calls only at 10 µM (by protocol);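 active = percentage of spot-positive cells more than 3 SD above its plate mean, without a fluorescence outlier flag or 80% toxicity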;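 also: spot-positive cell cutoff set from DMSO-treated cells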
M17LAP inhibition = P. falciparum M17LAP inhibitors, primary screen, biochemical, fluorogenic H-Leu-NHMec substrate, 1536-well (AID 1619). recombinant M17LAP, H-Leu-NHMec fluorogenic kinetic assay; higher % means a stronger effect. inhibition, % at 30 µM; hits with a dose series show IC50 in µM. 220,000 tested, 0.38% active;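 active = compound inhibiting the enzyme by more than half at any dose during confirmatory dose-response retesting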;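 also: plate controls were full reaction with DMSO carrier for no effect and no enzyme background for full effect; strong numbers were not always called active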
NOD1 inhibition = inhibition of NOD1-driven NF-kB reporter – cell-based, luminescence, uHTS, primary screen (AID 1578); 290,000 tested, 1% active; one-dose inhibition, % at 4 µM; EC50 in µM for titrated hits; NOD1-driven NF-kB luciferase reporter cells, luminescence; higher % means a stronger effect; in the data active = inhibition mostly above about 36%, no sharp cut-off; inactive = mostly below about 34%;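 also: HEK-293T reporter cells stimulated with the NOD1 agonist gamma-tri-DAP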
Insulin prom up = MIN6 insulin promoter up-regulation | z-score at 5 µM | MIN6 insulin promoter-GFP reporter, high-content imaging; hits give high values | 190,000 tested, 0.3% active | AID 1625;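 active = z-score above 3 at 5 µM with at least 500 cells counted in the well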
MT stabilizer = stabilizes microtubules in HeLa cells. HeLa tubulin immunostaining HCS, 24 h; share of cells brighter than vehicle mean+2SD. 200,000 tested, 0.83% active. % tubulin-high responders, % at 10 µM. AID 2205;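 active = plate Z-score above 3 for both tubulin-high and condensed-nucleus cell shares, with cell loss under 80%, at 10 µM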;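 also: anti alpha tubulin signal scored within the nucleus-defined area of each cell; some results filed as inactive read as strong as hits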
bCat nuc transl = modulators of beta-catenin nuclear translocation; HeLa beta-catenin nuclear translocation, immunofluorescence imaging; nuclear translocation activity, % at 5 µM; 190,000 tested, 0.3% active; AID 1665;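 active = nuclear translocation activity above 50% at 5 µM, with a well cell count of 50 or more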;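 also: per-cell ratio of nuclear to cytoplasmic median beta-catenin stain intensity; plate controls were DMSO negative control for no effect and GSK-3 inhibitor IX positive control for full effect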
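Test system: human HeLa cells, native beta-catenin. Compound dosing: 5 µM primary single dose, 0.1% DMSO, 0.02–20 µM confirmation series. Incubation: compound exposure 24 h at 37°C. Detection: beta-catenin immunostaining with DAPI counterstain, 20x imaging, 6 fields/well. Read-out basis: Nuclear/cytoplasmic beta-catenin signal ratio, % activation.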
Dynein cargo inh = blocks dynein driven cargo transport along microtubules; z-score, hits read low; 220,000 tested, 0.47% active; 3617.4 mouse cells, GR-EGFP nuclear translocation imaging; test concentration mostly 20 µM; stimulated with dexamethasone, 1 µM; hits give low values;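 active = plate z-score of nuclear minus cytoplasmic receptor signal below a set negative limit, without overly bright fluorescence or cell loss, cut at about -3.5 in these data, passing the limit was not always enough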;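 also: z-score of nuclear minus cytoplasmic ring GR-EGFP intensity difference per well; some compounds called inactive have numbers as strong as hits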
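Buffer or medium: Induction medium lacking tetracycline, stripped serum | Also added: Dexamethasone agonist, 1.0 µM final, for 30 min | Timing: 48 h induction, 1 h compound, 30 min dex at 37 °C | Detection: Formaldehyde fixation, Hoechst nuclear stain, 10x automated fluorescence imaging | Measure: Nuclear versus cytoplasmic GR-EGFP signal, averaged per well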
Yfh1-depleted yeast = mitochondrial function rescue without frataxin homolog – Friedreich's ataxia, plus single-dose screen, dose response (AID 1465) | S. cerevisiae Yfh1-off respiration, WST-1 reduction, 72 h; higher fold induction means a stronger effect | fold induction at 50 µM; hits with a dose series show EC50 in µM | 220,000 tested, 0.074% active;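 active = fold induction of absorbance versus untreated yeast above a set limit, then at least 30% activation at any dose in follow-up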;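 also: activators that raise dye reduction in frataxin-depleted yeast; strong numbers were not always called active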
Dynein cargo inh cytoplasmic EGFP = second read-out of Dynein cargo inh, no call of its own (marks repeat the call); z-score; measured here: cytoplasmic GR-EGFP intensity; hits give high values
Dynein cargo inh nuclear GR-EGFP = second read-out of Dynein cargo inh, no call of its own (marks repeat the call); z-score; measured here: nuclear GR-EGFP intensity;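 lower value marks the stronger effect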
Dynein cargo inh cell count = recorded beside Dynein cargo inh, whose call it bears; z-score; measured here: cell count per field
Insulin prom up cell count = also measured in Insulin prom up; calls as there; cell count; measured here: cytotoxicity, nuclei count;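 total cells summed across four imaged fields per well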
bCat nuc transl cell count 5 µM = recorded beside bCat nuc transl, whose call it bears; cell count; measured here: cell count, cytotoxicity flag
MT stabilizer Hoechst-high % = also measured in MT stabilizer; calls as there; % Hoechst-high responders; measured here: nuclear condensation Hoechst responders;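 share of cells brighter than vehicle mean plus two SD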
MT stabilizer cytotoxicity % = second read-out of MT stabilizer, no call of its own (marks repeat the call); toxicity, %; measured here: cytotoxicity by cell density;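 0% = mean cell density of plate MIN control wells and 100% = no cells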
Autophagy mod cell loss 18 h = also measured in Autophagy mod; calls as there; toxicity, %; measured here: cell loss, nuclei count;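 cell loss after 18 h compound exposure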
Starred values were filed as active, the others as inactive.

What do the screens show for `COc1ccc(F)cc1S(=O)(=O)Nc1ccc2c(c1)OCO2`?
HEK293 NOD2/NF-kB: -9%; Autophagy mod: inactive; M17LAP inhibition: 3%; Insulin prom up: -0.53; MT stabilizer: 4.2; Dynein cargo inh: 0.11; Yfh1-depleted yeast: inactive; Dynein cargo inh cytoplasmic EGFP: -0.29; Dynein cargo inh nuclear GR-EGFP: 0.17; Dynein cargo inh cell count: 0.75; Insulin prom up cell count: 1262; MT stabilizer Hoechst-high %: 5.0; MT stabilizer cytotoxicity %: 76; Autophagy mod cell loss 18 h: 7

How did O=S(=O)(c1ccc(C2CCCCC2)cc1)N1CCCC1 do in these assays?
HEK293 NOD2/NF-kB: -10%; Autophagy mod: inactive; M17LAP inhibition: 0%; NOD1 inhibition: -1%; Insulin prom up: 0.35; MT stabilizer: 2.3; bCat nuc transl: -3.9; Dynein cargo inh: -0.78; Yfh1-depleted yeast: inactive; Dynein cargo inh cytoplasmic EGFP: -0.21; Dynein cargo inh nuclear GR-EGFP: 0.42; Dynein cargo inh cell count: 0.052; Insulin prom up cell count: 1418; bCat nuc transl cell count 5 µM: 962; MT stabilizer Hoechst-high %: 1.4; MT stabilizer cytotoxicity %: 6.1; Autophagy mod cell loss 18 h: 21

Results for COCc1cc(C(C)=O)ccc1OCC(=O)Nc1ccc(NC(C)=O)cc1 ?
HEK293 NOD2/NF-kB: 21%; Autophagy mod: inactive; M17LAP inhibition: -1%; NOD1 inhibition: -34%; MT stabilizer: 3.1; bCat nuc transl: -1.4; Dynein cargo inh: -0.94; Yfh1-depleted yeast: inactive; Dynein cargo inh cytoplasmic EGFP: -0.2; Dynein cargo inh nuclear GR-EGFP: -0.46; Dynein cargo inh cell count: 0.77; bCat nuc transl cell count 5 µM: 1073; MT stabilizer Hoechst-high %: 1.0; MT stabilizer cytotoxicity %: 6.8; Autophagy mod cell loss 18 h: 11

What do the screens show for `O=C(CSc1ncccn1)Nc1cc(Cl)ccc1[N+](=O)[O-]`?
HEK293 NOD2/NF-kB: -3%; Autophagy mod: inactive; M17LAP inhibition: 14%; NOD1 inhibition: 6%; Insulin prom up: 0.18; MT stabilizer: 3.4; bCat nuc transl: 2.4; Dynein cargo inh: 1.2; Yfh1-depleted yeast: inactive; Dynein cargo inh cytoplasmic EGFP: -0.19; Dynein cargo inh nuclear GR-EGFP: 0.6; Dynein cargo inh cell count: -0.024; Insulin prom up cell count: 1297; bCat nuc transl cell count 5 µM: 1039; MT stabilizer Hoechst-high %: 1.7; MT stabilizer cytotoxicity %: 1.0; Autophagy mod cell loss 18 h: -12

How did Cc1cc(C)n2nc(CC(=O)NC3CCCCCCC3)nc2n1 do in these assays?
HEK293 NOD2/NF-kB: 3%; Autophagy mod: inactive; M17LAP inhibition: 1%; NOD1 inhibition: -25%; Insulin prom up: 0.68; MT stabilizer: 3.2; bCat nuc transl: -4.4; Dynein cargo inh: 0.62; Yfh1-depleted yeast: inactive; Dynein cargo inh cytoplasmic EGFP: -0.19; Dynein cargo inh nuclear GR-EGFP: 0.4; Dynein cargo inh cell count: -2.3; Insulin prom up cell count: 1584; bCat nuc transl cell count 5 µM: 989; MT stabilizer Hoechst-high %: 1.8; MT stabilizer cytotoxicity %: 5.4; Autophagy mod cell loss 18 h: -20

What do the screens show for `COCc1nnc(NC(=O)c2cccs2)s1`?
HEK293 NOD2/NF-kB: -15%; Autophagy mod: inactive; M17LAP inhibition: 21%; NOD1 inhibition: -7%; MT stabilizer: 2.9; bCat nuc transl: 0.0; Dynein cargo inh: -0.73; Yfh1-depleted yeast: inactive; Dynein cargo inh cytoplasmic EGFP: -0.16; Dynein cargo inh nuclear GR-EGFP: -0.53; Dynein cargo inh cell count: -0.63; bCat nuc transl cell count 5 µM: 1121; MT stabilizer Hoechst-high %: 2.3; MT stabilizer cytotoxicity %: 2.4; Autophagy mod cell loss 18 h: -2

How did COCCN1Cc2cccc(C(=O)Nc3cccc(C)c3C)c2C1=O do in these assays?
HEK293 NOD2/NF-kB: 12%; Autophagy mod: inactive; M17LAP inhibition: -13%; NOD1 inhibition: 9%; Insulin prom up: -0.73; MT stabilizer: 2.5; Dynein cargo inh: -0.37; Yfh1-depleted yeast: inactive; Dynein cargo inh cytoplasmic EGFP: -0.15; Dynein cargo inh nuclear GR-EGFP: 0.06; Dynein cargo inh cell count: 0.63; Insulin prom up cell count: 931; MT stabilizer Hoechst-high %: 1.4; MT stabilizer cytotoxicity %: 9.5; Autophagy mod cell loss 18 h: 48

What do the screens show for `O=C(C[n+]1cn(C(F)F)c2ccccc21)c1ccc(Br)cc1`?
HEK293 NOD2/NF-kB: -34%; Autophagy mod: inactive; M17LAP inhibition: 4%; NOD1 inhibition: -32%; Insulin prom up: -0.13; MT stabilizer: 4.9; bCat nuc transl: -1.2; Dynein cargo inh: -1.2; Yfh1-depleted yeast: inactive; Dynein cargo inh cytoplasmic EGFP: -0.28; Dynein cargo inh nuclear GR-EGFP: 0.05; Dynein cargo inh cell count: -0.059; Insulin prom up cell count: 1550; bCat nuc transl cell count 5 µM: 1061; MT stabilizer Hoechst-high %: 2.7; MT stabilizer cytotoxicity %: 4.1; Autophagy mod cell loss 18 h: 18

How did CC1(C)CC(=O)CC(C2(O)C(=O)N(Cc3ccccc3)c3ccccc32)O1 (stereo not given) do in these assays?
HEK293 NOD2/NF-kB: 8%; M17LAP inhibition: 4%; NOD1 inhibition: -6%; Insulin prom up: -1.1; MT stabilizer: 2.2; bCat nuc transl: 1.0; Dynein cargo inh: -0.49; Yfh1-depleted yeast: inactive; Dynein cargo inh cytoplasmic EGFP: -0.26; Dynein cargo inh nuclear GR-EGFP: -0.21; Dynein cargo inh cell count: 0.35; Insulin prom up cell count: 1040; bCat nuc transl cell count 5 µM: 1027; MT stabilizer Hoechst-high %: 2.4; MT stabilizer cytotoxicity %: 4.0

How did O=c1oc2ccccc2cc1-c1ccc(O)cc1 do in these assays?
HEK293 NOD2/NF-kB: -60%; Autophagy mod: inactive; M17LAP inhibition: -39%; NOD1 inhibition: 54%; Insulin prom up: 1.4; MT stabilizer: 3.0; bCat nuc transl: -3.8; Dynein cargo inh: -0.18; Yfh1-depleted yeast: inactive; Dynein cargo inh cytoplasmic EGFP: -0.25; Dynein cargo inh nuclear GR-EGFP: -0.36; Dynein cargo inh cell count: -0.53; Insulin prom up cell count: 1325; bCat nuc transl cell count 5 µM: 512; MT stabilizer Hoechst-high %: 2.9; MT stabilizer cytotoxicity %: 5.1; Autophagy mod cell loss 18 h: 9

How did CCCNC(=O)COC(=O)c1cc2c(=O)n3ccccc3nc2s1 do in these assays?
HEK293 NOD2/NF-kB: 2%; Autophagy mod: inactive; M17LAP inhibition: -16%; NOD1 inhibition: -32%; Insulin prom up: 0.34; MT stabilizer: 2.8; bCat nuc transl: -0.2; Dynein cargo inh: 1.5; Yfh1-depleted yeast: inactive; Dynein cargo inh cytoplasmic EGFP: -0.21; Dynein cargo inh nuclear GR-EGFP: 0.76; Dynein cargo inh cell count: -1.3; Insulin prom up cell count: 1318; bCat nuc transl cell count 5 µM: 604; MT stabilizer Hoechst-high %: 3.9; MT stabilizer cytotoxicity %: 11; Autophagy mod cell loss 18 h: 15

What do the screens show for `CCCn1cnc2c(=O)oc3ccccc3c21`?
HEK293 NOD2/NF-kB: -3%; Autophagy mod: inactive; M17LAP inhibition: 4%; NOD1 inhibition: -22%; MT stabilizer: 3.5; Dynein cargo inh: -1.2; Yfh1-depleted yeast: inactive; Dynein cargo inh cytoplasmic EGFP: -0.21; Dynein cargo inh nuclear GR-EGFP: -0.8; Dynein cargo inh cell count: 0.38; MT stabilizer Hoechst-high %: 1.3; MT stabilizer cytotoxicity %: 4.0; Autophagy mod cell loss 18 h: 5

How did COc1cccc(Nc2nc(-c3cccc(N4C(=O)c5ccccc5C4=O)c3)cs2)c1 do in these assays?
HEK293 NOD2/NF-kB: -36%; Autophagy mod: inactive; M17LAP inhibition: -5%; NOD1 inhibition: 10%; Insulin prom up: 0.66; MT stabilizer: 3.1; bCat nuc transl: -0.6; Dynein cargo inh: 0.38; Yfh1-depleted yeast: inactive; Dynein cargo inh cytoplasmic EGFP: -0.21; Dynein cargo inh nuclear GR-EGFP: 0.72; Dynein cargo inh cell count: 1.3; Insulin prom up cell count: 1395; bCat nuc transl cell count 5 µM: 1433; MT stabilizer Hoechst-high %: 1.0; MT stabilizer cytotoxicity %: 7.6; Autophagy mod cell loss 18 h: 4

What do the screens show for `Cc1cc2ncn(C(=O)N3CCCCCC3)c2cc1C`?
HEK293 NOD2/NF-kB: 16%; Autophagy mod: inactive; M17LAP inhibition: 6%; NOD1 inhibition: -6%; Insulin prom up: 0.38; MT stabilizer: 2.0; bCat nuc transl: -4.2; Dynein cargo inh: 0.066; Yfh1-depleted yeast: inactive; Dynein cargo inh cytoplasmic EGFP: -0.25; Dynein cargo inh nuclear GR-EGFP: 0.052; Dynein cargo inh cell count: 1.3; Insulin prom up cell count: 1300; bCat nuc transl cell count 5 µM: 518; MT stabilizer Hoechst-high %: 2.4; MT stabilizer cytotoxicity %: 7.6; Autophagy mod cell loss 18 h: 8

Not all compounds are listed. The share of hits here may be higher or lower than overall.
